SNCA expr inh: reduces expression of the alpha-synuclein gene; HEK-293 SNCA-luciferase knock-in, luminescence, 24 h; Potency, µM (highest dose often 57.2 µM), inactives show at the highest dose activity change, negative = inhibition, usual class: inhibitors; AID 1671194; 140,000 compounds, 0.17% hits;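 further: potency means the concentration at half of the fitted maximal effect; plate controls were DMSO cells for no effect and cell-free wells for full effect; nearly all actives have a fitted effect of over 45% in size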
HEK293 viab: counter-screen for SNCA expression inhibitors: cell viability. HEK-293-SNCA-luc viability, GF-AFC fluorescence, 24 h. AID 1671193. Potency, µM (series often up to 57.1 µM), inactives show at the top dose activity change, negative = cytotoxicity, usual class: cytotoxic. 150,000 compounds, 0.12% hits;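 further: potency means the concentration at half of the fitted maximal effect; 0% = DMSO-treated cells and -100% = medium-only wells without cells; nearly all actives have a fitted effect of over 30% in size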
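HEK-293-SNCA-luc cells (1500/well) plated 24 h, then exposed 24 h to a dilution series; GF-AFC added 30 min at 37C, fluorescence 405/540 nm; normalised to medium-only and DMSO wells, Hill fit.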
FLuc inh: Photinus pyralis luciferase inhibition; P08659; Potency, µM (titrated, usually from 115 µM), for inactives: at the highest dose activity change, negative = inhibition, most hits filed as inhibitors; purified P. pyralis luciferase, luminescence, biochemical; 76,000 compounds, 2.5% hits; further: potency means the concentration at half of the fitted maximal effect; nearly all actives have a fitted effect of over 65% in size
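FLuc 10nM, D-luciferin 10uM, ATP 10uM, Mg acetate 10mM, Tris acetate pH 7.5, Tween/BSA; cpd qHTS; enzyme added last; CCD luminescence.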
HEK cytotox: kills HEK 293 cells; HEK 293 viability, ATP luminescence (CellTiter-Glo), 48-72 h; Potency, µM (titrated, usually from 115 µM), without a hit: at the highest dose activity change, negative = cytotoxicity, hits mostly inhibitors; 94,000 compounds, 6.6% hits; further: potency means the concentration at half of the fitted maximal effect; nearly all actives have a fitted effect of over 60% in size
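Pintool-delivered compounds were incubated with HEK 293 cells (250 cells/well) at 37 degree Celsius for 48 or 72 hr. ATP-dependent luminescence (CellTiter-Glo) then reported remaining viable cells.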
NIH3T3 tox: cytotoxic compounds in NIH 3T3 cells | NIH 3T3 viability, CellTiter-Glo ATP luminescence, 48-72 h | 94,000 compounds, 4.3% hits | Potency, µM (highest dose often 96.7 µM), for inactives: top-dose activity change, negative = cytotoxicity, hits mostly inhibitors | AID 1345082; further: potency means the concentration at half of the fitted maximal effect; nearly all actives have a fitted effect of over 55% in size
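Cytotoxicity was measured by CellTiter-Glo ATP luminescence after 48 or 72 h compound exposure at 37 °C. Mouse NIH 3T3 fibroblasts were seeded at 400 cells/well and dosed by 23 nL pin transfer.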
GPT2 inhibitor: GPT2 alanine aminotransferase inhibition; Q8TD30; Recombinant GPT2, coupled pyruvate oxidase/HRP Amplex Red fluorescence; Potency, µM (series often up to 57.7 µM), inactives show at the highest dose activity change, negative = inhibition, actives largely listed as inhibitors; 100,000 compounds, 0.25% hits; AID 1671188; further: potency means the concentration at half of the fitted maximal effect; nearly all actives have a fitted effect of over 60% in size; many of its hits are not listed in these tables
Target sequence (Q8TD30 whole entry, looked up): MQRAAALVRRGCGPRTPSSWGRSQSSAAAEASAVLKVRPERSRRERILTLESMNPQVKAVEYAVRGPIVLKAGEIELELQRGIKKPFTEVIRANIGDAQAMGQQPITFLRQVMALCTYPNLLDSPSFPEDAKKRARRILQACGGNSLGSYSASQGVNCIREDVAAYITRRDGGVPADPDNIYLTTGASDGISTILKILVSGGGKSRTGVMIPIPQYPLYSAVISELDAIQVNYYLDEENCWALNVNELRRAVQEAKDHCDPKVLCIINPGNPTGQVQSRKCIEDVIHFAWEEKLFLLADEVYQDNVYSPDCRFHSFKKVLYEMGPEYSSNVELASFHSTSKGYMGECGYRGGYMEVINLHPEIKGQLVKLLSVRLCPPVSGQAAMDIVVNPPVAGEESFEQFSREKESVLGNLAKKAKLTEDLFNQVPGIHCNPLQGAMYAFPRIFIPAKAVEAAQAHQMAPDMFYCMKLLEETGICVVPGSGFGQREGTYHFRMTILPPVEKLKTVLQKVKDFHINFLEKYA
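Recombinant GPT2 (10ng/uL) with 250uM a-KG and 2mM L-alanine, 30 min at room temperature, in HEPES pH 7.5 buffer. Pyruvate detected by pyruvate oxidase/HRP/Amplex Red fluorescence after 30 min in the dark; AOA (50uM) as positive control.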
IP6K1 inhibitor: blocks human inositol hexakisphosphate kinase 1 | IP6K1 kinase, ADP-Glo luminescence, 2 h; active compounds read low | activity change, % (series mostly up to about 58 µM) | 140,000 compounds, 0.81% hits | AID 1645851; in the data active means activity change below about -25%
Target sequence (Q92551 whole entry, looked up): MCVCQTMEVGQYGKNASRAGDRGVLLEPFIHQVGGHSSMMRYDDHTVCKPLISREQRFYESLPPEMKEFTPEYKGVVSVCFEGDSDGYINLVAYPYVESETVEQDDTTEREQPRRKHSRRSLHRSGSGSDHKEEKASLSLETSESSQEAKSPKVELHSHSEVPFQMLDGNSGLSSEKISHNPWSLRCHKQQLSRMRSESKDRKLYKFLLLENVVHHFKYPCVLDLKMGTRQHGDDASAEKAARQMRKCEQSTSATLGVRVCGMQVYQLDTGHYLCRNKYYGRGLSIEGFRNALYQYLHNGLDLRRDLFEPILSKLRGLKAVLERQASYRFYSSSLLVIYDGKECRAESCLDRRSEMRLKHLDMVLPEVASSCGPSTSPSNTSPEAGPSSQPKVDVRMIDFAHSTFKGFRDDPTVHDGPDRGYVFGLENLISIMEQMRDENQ
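ADP-Glo luminescence measures ADP made by human IP6K1 during a 2 h RT reaction with ATP/IP6 (mix at 1.3 mM/130 uM); top library doses 57.5 and 19.1 uM final.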
Starred values were filed as active, the others as inactive; i = inactive; ? = inconclusive; nt = no result given; [ ] = another dose, or the depositor's remark. Unless noted, the call rests on the fitted dose curve; in most records, active means well fitted curve in the direction sought with a large enough effect; inconclusive means small, poorly fitted or top-dose-only effect, or another doubt; inactive means no such curve, though single readings can be large; an effect the other way counts as inactive or inconclusive. Unless noted, on the % scale 0 is the no-effect control and ±100 the full control effect.

Order of values: HEK cytotox | GPT2 inhibitor | IP6K1 inhibitor | SNCA expr inh | NIH3T3 tox | HEK293 viab | FLuc inh
CCC(Sc1nncn2c1cc1occc12)C(=O)Nc1ccc(C)c(Cl)c1 (centres undefined)
    nt | nt | -2 | 2% | nt | -8% | nt
N#Cc1ccccc1NC(=O)C(=O)NCCc1csc(-c2ccc(C(F)(F)F)cc2)n1
    nt | nt | -15 | 15% | nt | 9% | nt
O=C(Nc1cccc(Cl)c1)c1ccc2oc(-c3ccccn3)nc2c1
    ? | -3% | -3 | 135%[activator] | -24% | -5% | nt
Cc1ccc(C(=O)NCC(=O)N2CCCCCNC(=O)CC2c2ccccc2)s1 (centres undefined)
    -7% | 1% | -5 | -1% | -12% | -6% | -2%
CCN(CC)C(=O)C(NC(=O)c1cccs1)C1CCN(C(=O)CCc2ccccc2)CC1 (centres undefined)
    -5% | -15% | 24 | -26% | -12% | -20% | -6%
COc1ccc(Nc2ccnc(N3CCCC3C(=O)NCc3ccccc3)n2)cc1 (centres undefined)
    ? | i | -2 | -1% | -24% | -5%[12.5 µM] | nt
CCOC(=O)Cc1ccc(NC(=O)N(Cc2ccc(CC)cc2)Cc2cn[nH]c2-c2ccc(OC)cc2)cc1
    nt | nt | -7 | ? | nt | ? | nt
CCc1noc(-c2ccn3c(CNC(=O)c4nccc5ccccc45)nnc3c2)n1
    -5% | 2% | 6 | -8% | -16% | -4% | 7%
Cc1c(CN(C)Cc2cccc(C(=O)Nc3ccc(C#N)cc3)c2)cnn1C
    50µM* | i | -17 | -7% | -29% | -6% | 3%
COCCOCC(=O)N1CCC(C(=O)N2CCCCCCNC(=O)CC2)CC1
    1% | -2% | 7 | 10% | -15% | -8% | -4%
COc1ccccc1N1CCN(S(=O)(=O)CCNC(=O)COc2ccc(F)cc2)CC1
    nt | nt | -45* | 0% | nt | 7% | nt
C=CCN1CC(C(=O)N2CCN(Cc3ccccc3C#N)CC2)CC1=O (centres undefined)
    -14% | -1% | 14 | -22% | -9% | 2% | -3%
CCCN1C(=O)C(CC(=O)N2CCCCCC2)Sc2ncccc21 (centres undefined)
    -19% | i | 7 | -19% | -13% | -21% | 12%
CC(C)CNC(=O)N1CCC(N2C(=O)C3(CCCCC3)C2c2ccncc2)CC1 (centres undefined)
    1% | -9% | 18 | 8% | -20% | 3%[12.5 µM] | 1%
Cc1ccc(CCNc2ncnc3onc(C)c23)cc1
    nt | nt | 19 | -9% | nt | 7% | nt
CNC(=O)c1cc[nH]c1C1CCCN(Cc2scnc2C)C1 (centres undefined)
    i | 3% | 3 | 10% | 2% | 0%[12.5 µM] | 11%
CNC1CCN(c2ccc(-c3nc(CCCc4ccccc4)no3)cn2)CC1
    ? | i[11.5 µM] | 24 | 210%[activator] | ? | ? | ?
C=C1C(=O)OC2C1CCC1(C)C(O)CCC(=C)C21 (centres undefined)
    nt | -9% | 6 | nt | nt | -19% | nt
O=C([C@@H]1C[C@H](F)CN1S(=O)(=O)Cc1ccccc1)N1CCCCC1
    12% | i | 9 | -15% | i | -18% | -2%
O=C(NC1CCN(C(=O)N2CC3CC(C2)[C@H]2CCCC(=O)N2C3)CC1)c1cccs1 (some centres undefined)
    -3% | -6% | 0 | -10% | i | -2% | -8%

Reprinted from the part before: four compounds, then new ones.
Order of values: HEK cytotox | GPT2 inhibitor | IP6K1 inhibitor | SNCA expr inh | NIH3T3 tox | HEK293 viab | FLuc inh
CNC1CCN(c2ccc(-c3nc(CCCc4ccccc4)no3)cn2)CC1
    ? | i[11.5 µM] | 24 | 210%[activator] | ? | ? | ?
C=C1C(=O)OC2C1CCC1(C)C(O)CCC(=C)C21 (centres undefined)
    nt | -9% | 6 | nt | nt | -19% | nt
O=C([C@@H]1C[C@H](F)CN1S(=O)(=O)Cc1ccccc1)N1CCCCC1
    12% | i | 9 | -15% | i | -18% | -2%
O=C(NC1CCN(C(=O)N2CC3CC(C2)[C@H]2CCCC(=O)N2C3)CC1)c1cccs1 (some centres undefined)
    -3% | -6% | 0 | -10% | i | -2% | -8%
Cn1c(Cn2cccn2)nnc1C1CC(NC(=O)CCN2CCCO2)C1 (centres undefined)
    1% | i | 7 | 2% | -14% | 7% | -13%
CCOc1ccccc1N1CC(c2nc3ccccc3n2CCOc2ccc(OC)cc2)CC1=O (centres undefined)
    nt | nt | 8 | ? | nt | ? | nt
COc1ccc(-c2ccccc2)cc1N1C(=O)[C@@H]2C[C@H]1CN2C(=O)[C@@H]1CCCO1
    -24% | -24%[11.5 µM] | 24 | 6% | -13% | 5% | -7%
S=c1[nH]c2ccccc2s1
    nt | ? | -15 | -28% | nt | -21% | nt
O=C(Nc1ccc(Cl)cc1)c1cc(S(=O)(=O)N2CCc3ccccc32)ccc1F
    nt | nt | 2 | -30% | nt | -5% | nt
Cc1ccc(C2=CC(c3ccccc3F)n3c(nc4ccccc43)N2)cc1C (centres undefined)
    nt | nt | 36 | ? | nt | 18% | nt
Cc1oc(-c2cccc(Br)c2)nc1CN1CCC(C(=O)NCCc2ccc(Cl)cc2)CC1
    nt | nt | 10 | -4% | nt | 0% | nt
N#Cc1cccc(C(=O)N2CCCC(n3cc(-c4nc(C5CC5)no4)nn3)C2)c1 (centres undefined)
    ? | i | 0 | 21% | ? | 1% | 9%
COc1ccccc1N1CCN(C(=O)CNS(=O)(=O)c2ccc(Br)s2)CC1
    nt | nt | 16 | -11% | nt | 16% | nt
COc1cccc(CNC(=O)c2ccc3oc(=O)n(Cc4ccccc4)c3c2)c1
    nt | nt | -2 | ? | nt | -2% | nt
O=C(Cn1cc(S(=O)(=O)Cc2ccc(F)cc2)c2ccccc21)NCc1ccccc1Cl
    nt | nt | 26 | -11% | nt | -23% | nt
CCn1cc(S(=O)(=O)c2ccc(C)cc2)c(=O)c2cc(F)c(N3CCCCCC3)cc21
    nt | nt | 1 | 9% | nt | -5% | nt
COc1ccc(CC(=O)N2CC(c3nnc(-c4ccncc4)o3)C3(CCOCC3)C2)cc1 (centres undefined)
    -5% | ? | 21 | 19% | -3% | 3% | -12%
COc1ccc(Cl)cc1NC(=O)CSc1nc(=O)[nH]c2c1CCCC2
    nt | nt | -3 | 0% | nt | -4% | nt
COc1ccc(-c2ccnc(N[C@H]3CO[C@H]4[C@@H]3OC[C@@H]4NS(=O)(=O)c3cccs3)n2)cc1
    ? | -32% | -7 | -7% | -30% | -1% | 12%
Cc1ccc(CN2CCCC(C(=O)N3CCN(c4ccccn4)CC3)CCNC(=O)CC2)s1 (centres undefined)
    ? | -5% | -6 | 1% | -13% | 4% | 8%
O=C(NCc1csc(-c2ncccn2)n1)C1COc2ccccc2C1 (centres undefined)
    i | i | -7 | 28% | -15% | -5% | 5%
CCN(CC)CC[C@H]1CN(C(=O)Cc2ccc(OC)cc2)CC[C@H]1CC(=O)O
    i | -8%[88.5 µM] | -3 | -1%[87.6 µM] | 5%[174 µM] | 6%[87.6 µM] | -1%[172 µM]
C#CCOc1ccc(-c2nnc(Nc3ccc(NC(C)=O)cc3)c3ccccc23)cc1
    nt | nt | -11 | 1% | nt | -5% | nt
O=C1Nc2ccccc2CC12CCN(CC1CCCCC1)C2 (centres undefined)
    ? | ? | 2 | ? | ? | -15%[87.6 µM] | 2%[172 µM]

Not a retest: an excerpt of the list.
Order of values: HEK cytotox | GPT2 inhibitor | IP6K1 inhibitor | SNCA expr inh | NIH3T3 tox | HEK293 viab | FLuc inh
Cc1ccc(CCNc2ncnc3onc(C)c23)cc1
    nt | nt | 19 | -9% | nt | 7% | nt
CNC(=O)c1cc[nH]c1C1CCCN(Cc2scnc2C)C1 (centres undefined)
    i | 3% | 3 | 10% | 2% | 0%[12.5 µM] | 11%

Continuation:
Order of values: HEK cytotox | GPT2 inhibitor | IP6K1 inhibitor | SNCA expr inh | NIH3T3 tox | HEK293 viab | FLuc inh
C=C(C)C(=O)OC1C(OC(C)=O)/C(C=O)=C\CC/C(CO)=C/C2OC(=O)C(=C)C21 (centres undefined)
    nt | i | -6 | nt | nt | ? | nt
Cn1cc(-c2cnc(Nc3ccc(F)cc3)c3c2CCO3)cn1
    ? | i | -14 | 62%[activator][87.6 µM] | ? | -21%[87.6 µM] | ?
COc1ccc(CNC(=O)C[C@@H]2c3nc(NC(=O)c4cccs4)sc3C[C@@H]3[C@](C)(CO)[C@H](O)CC[C@]32C)cc1
    ? | 1% | -9 | -19% | ? | -6% | -8%
O=C(N[C@@H]1C[C@H](Cn2cc(C3CC3)nn2)[C@@H](O)[C@H]1O)c1ccccc1
    1%[172 µM] | 1%[88.5 µM] | 5 | -9%[87.6 µM] | i | 1%[87.6 µM] | 3%[172 µM]
CCc1noc(-c2cccn3c(CNC(=O)c4ccccn4)nnc23)n1
    3% | i | 14 | 12% | -9% | 15% | -7%
CCC1(O)CCC12CCN(C(=O)c1cccs1)CC2 (centres undefined)
    ? | -6% | -13 | -2% | -3% | 0% | -12%
O=C(C1CCCN1C(=O)c1ccccc1)N1CCC(c2ccccc2)CC1 (centres undefined)
    -29% | i | 12 | -15% | -27% | -25% | nt
Cc1cc(=O)n(CC(=O)Nc2cccc(F)c2)c(-c2ccc(F)cc2)n1
    -1% | i | -10 | 3% | i | -6% | 7%
O=C(COc1ccccc1)Nc1ccc(-c2nnc3n2CCCC3)cc1
    9% | i | 32 | 7% | -8% | 2% | -15%
COc1ccc(-c2nc(Cn3c(SCc4ccccc4F)nc4cccnc43)c(C)o2)cc1
    nt | nt | 24 | 77%[activator] | nt | 7% | nt
COc1ccc(CNCCSc2nnnn2-c2ccccc2)c(OC)c1
    nt | nt | 5 | 6% | nt | 4% | nt
COCCOC1CCN(C(=O)c2cccc(OC)c2)CC1
    17% | i | 0 | -27% | -1% | -5%[12.5 µM] | -9%
N#C/C(=C\c1ccc(-c2ccc(C(=O)O)cc2)o1)c1nc2ccccc2[nH]1
    nt | nt | -8 | 37%[activator] | nt | ? | nt
Cc1c(Cl)cccc1NS(=O)(=O)c1ccc2[nH]cc(C(=O)NC3CCCC3)c(=O)c2c1
    nt | nt | -7 | -20% | nt | 1% | nt
O=C(Nc1ccccc1)C1(CCO)CC12CCOCC2 (centres undefined)
    -5% | i | 13 | -23% | -11% | 17% | nt
COc1ccccc1C(=O)N1CCC2(C1)NC(=O)c1ccccc1O2 (centres undefined)
    -15% | i | 7 | 60%[activator] | -22% | 4% | -6%
N=C(N)c1ccc(OCCCCCOc2ccc(C(=N)N)cc2)cc1
    nt | -2% | 9 | -19% | nt | 0% | nt
CN1CCc2nc3sc(C(=O)Nc4c(F)cccc4F)c(N)c3cc2C1
    nt | nt | -14 | 183%[activator] | nt | 11% | nt

Screening data deposited in PubChem by National Center for Advancing Translational Sciences (NCATS).
